GLP1R cytotox = cytotoxicity in counter-screen for GLP-1R inverse agonists. 410,000 compounds, 0.13% hits. Potency, µM (series often up to 38.3 µM), inactives show at the highest dose activity change, negative = inhibition, actives largely listed as inhibitors. HEK293 cAMP-luciferase reporter cells, luminescence, 24 h;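 further: loss of luciferase light is scored as toxicity; potency means the concentration at half of the fitted maximal effect; on the % scale 0 is the no-effect control and ±100 the full control effect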
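Luminescence readout: signal drop marks cytotoxicity. Plated cells grew 12 h at 37 °C, 5% CO2, received 23 nL compound for 24 h, then got luciferase reagent, read after 12 min at RT.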
EPAC1 antag = EPAC1 (human) antagonism; O95398; EPAC1 GEF assay, Rap1b-BODIPY-GDP exchange fluorescence; Potency, µM (titrated, usually from 115 µM), for the others: at the highest dose activity change, negative = inhibition, most hits filed as inhibitors; 360,000 compounds, 0.14% hits; AID 720709;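 further: potency means the concentration at half of the fitted maximal effect; plate controls were vehicle for no effect and positive control for full effect; nearly all actives have a fitted effect of over 50% in size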
GLP1R ag = activates the human GLP-1 receptor; HEK293 GLP-1R CRE-luciferase, luminescence, 4-6 h; cells express a hypersensitive GLP-1R form; Potency, µM (top dose mostly 45.6 µM), for inactives: at the top dose activation, hits mostly activators; 380,000 compounds, 0.007% hits; AID 624172; further: potency means the concentration at half of the fitted maximal effect; % of control where 0% means no effect
PLK1 PBD inh = blocks phosphopeptide binding to human PLK1 polo-box domain; Plk1 PBD binding of FITC phosphopeptide, fluorescence polarization; Potency, µM, for the others: max response, negative = inhibition, usual class: inhibitors; 360,000 compounds, 2.8% hits; AID 720504; further: potency means the concentration at half of the fitted maximal effect; series mostly up to about 57 µM; on the % scale 0 is the no-effect control and ±100 the full control effect; nearly all actives have a fitted effect of over 65% in size
PI5P4K alpha inh = PI5P4K alpha (human) kinase inhibition; PI5P4Kalpha enzyme, ADP-Glo luminescence, 60 min; stronger effect = lower value; AID 652105; max response, %; 330,000 compounds, 1.2% hits; active means max response of -50% or lower; inconclusive means between -30% and -50%; inactive means -30% or higher; further: value at the top dose of about 77 µM; on the % scale 0 is the no-effect control and ±100 the full control effect
Target sequence (P48426 whole entry, looked up): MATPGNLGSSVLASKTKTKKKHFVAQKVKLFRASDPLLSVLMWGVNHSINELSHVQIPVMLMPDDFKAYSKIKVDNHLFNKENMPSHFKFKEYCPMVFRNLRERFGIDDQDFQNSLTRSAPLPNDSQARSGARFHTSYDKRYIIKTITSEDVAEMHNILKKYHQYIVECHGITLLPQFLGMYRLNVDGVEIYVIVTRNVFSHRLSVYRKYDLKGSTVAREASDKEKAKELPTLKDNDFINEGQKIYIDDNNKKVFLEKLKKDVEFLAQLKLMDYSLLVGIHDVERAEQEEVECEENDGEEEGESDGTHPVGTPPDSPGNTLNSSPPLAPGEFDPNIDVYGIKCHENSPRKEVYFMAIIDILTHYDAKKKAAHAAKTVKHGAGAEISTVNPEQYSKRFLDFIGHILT
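Reactions run in 0.038 M HEPES pH 7.4, 0.28 mM EGTA, 0.1% CHAPS and 5% DMSO, with PI5P4Kalpha, substrate, compound and 5 microM ATP final, one hour at room temperature. Readout is ADP-Glo luminescence.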
PTHR1 ag = activates the human parathyroid hormone receptor PTHR1. HEK293 GP2 PTHR1 cells, GloSensor cAMP luminescence, 1 h. AID 743266. 410,000 compounds, 0.075% hits. Potency, µM (series often up to 115 µM), for the others: at the highest dose activation, hits mostly activators; further: potency means the concentration at half of the fitted maximal effect; nearly all actives have a fitted effect of over 55% in size; some results filed as inactive show a strong effect at the top dose; inactives centre near -15; many of its hits are not listed in these tables
Target sequence (Q03431 whole entry, looked up): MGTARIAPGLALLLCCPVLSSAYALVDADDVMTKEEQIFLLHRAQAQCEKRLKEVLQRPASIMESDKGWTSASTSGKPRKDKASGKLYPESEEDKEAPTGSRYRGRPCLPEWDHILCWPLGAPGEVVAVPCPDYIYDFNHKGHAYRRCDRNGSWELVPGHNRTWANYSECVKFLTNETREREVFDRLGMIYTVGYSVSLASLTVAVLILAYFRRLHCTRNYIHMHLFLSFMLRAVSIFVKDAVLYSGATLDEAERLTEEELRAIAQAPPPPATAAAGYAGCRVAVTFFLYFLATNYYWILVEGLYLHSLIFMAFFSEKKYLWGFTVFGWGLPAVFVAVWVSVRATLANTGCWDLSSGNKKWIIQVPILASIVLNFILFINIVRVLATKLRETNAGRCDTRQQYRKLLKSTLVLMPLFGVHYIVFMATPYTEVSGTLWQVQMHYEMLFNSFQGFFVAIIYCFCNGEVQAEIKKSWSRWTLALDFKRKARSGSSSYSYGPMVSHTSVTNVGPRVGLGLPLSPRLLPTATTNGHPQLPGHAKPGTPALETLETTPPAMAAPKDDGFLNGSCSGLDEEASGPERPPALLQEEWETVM
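HEK-293-derived GP2 cells expressing PTHR1 and a GloSensor cAMP reporter, 3,000/well, plated overnight, given luciferin plus IBMX (each 0.5 mM as added) for 1 h at 37 °C, then compound for 1 h at 37 °C. Luminescence was read after 15 min at room temperature.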
IL2 activator = activates IL-2 in a cell-based reporter assay. IL-2 activation reporter assay, cell-based qHTS; stimulated with anti-CD3/CD4/CD28 beads; in transgenic mouse T cells. activation, % (series mostly up to about 46 µM). 360,000 compounds, 0.065% hits. AID 652025; in the data active means activation above about 50%; inconclusive means mostly about 30% to 49%; further: 0% is about no effect
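Readout is EGFP and DsRed signal by fluorescent plate cytometry after 18 h at 37 degrees C. Transgenic mouse T cells (750/well) received compound for 60 min before bead stimulation (anti-CD3, anti-CD4, anti-CD28); memory T cells served as non-tolerant control.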
GLP-1R inv ag = inverse agonists of human GLP-1 receptor; 410,000 compounds, 1.6% hits; Potency, µM (series often up to 38.3 µM), inactives show at the highest dose activity change, negative = inhibition, most hits filed as inhibitors; AID 624417; HEK293 GLP-1R CRE-luciferase, luminescence, 24 h; GLP-1R form is constitutively active; further: potency means the concentration at half of the fitted maximal effect; on the % scale 0 is the no-effect control and ±100 the full control effect; nearly all actives have a fitted effect of over 55% in size
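GLP-1R inverse agonism mode: basal reporter luminescence in engineered HEK293 cells measured after one day of compound exposure at 37 deg C, with a 12 min room-temperature detection step.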
EPAC1 ag = EPAC1 (human) agonism; O95398; EPAC1 agonist qHTS, biochemical assay; response scale: 100% = response to 6.5 mM cAMP; Potency, µM (doses to about 154 µM), without a hit: top-dose activation, usual class: activators; 360,000 compounds, 0.073% hits; AID 720707; further: potency means the concentration at half of the fitted maximal effect; nearly all actives have a fitted effect of over 60% in size
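Fluorescent GDP-exchange assay: 100 nM EPAC1 with 250 nM Rap1B preloaded with BODIPY-GDP and 50 uM GDP; compounds tested as concentration series, 5 min at room temperature, then read every 5 min for 30 min (ex 480/em 540 nm); normalized to 6.5 mM cAMP.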
* hit, by the source's call; i = inactive; ? = inconclusive; · = no result given; [ ] = dose if it differs, or a comment. Unless noted, the call rests on the fitted dose curve; in most records, active means well fitted curve in the direction sought with a large enough effect; inconclusive means small, poorly fitted or top-dose-only effect, or another doubt; inactive means no such curve, though single readings can be large; an effect the other way counts as inactive or inconclusive. Not all compounds are listed, so the mix of outcomes need not match the whole.

SMILES	GLP1R cytotox	EPAC1 antag	GLP1R ag	PLK1 PBD inh	PI5P4K alpha inh	PTHR1 ag	IL2 activator	GLP-1R inv ag	EPAC1 ag
COc1ccc(-c2cc3c(=O)n(CC(=O)NCCCN4CCN(Cc5ccccc5)CC4)ncn3n2)cc1	-16%	-6%	5%	0%	2	-39%	-1.2	?	-4%
CCCCN(C(=O)c1oc2ccc(OCC)cc2c1C)c1c(N)n(CCCC)c(=O)[nH]c1=O	-31%	-11%	-17%	-6%	-21	-29%	0.0	4%	-22%
O=C(O)/C=C/C(=O)Nc1ccccc1SC(F)(F)C(F)(F)C(F)(F)F	-5%	-1%	0%	-30%	2	i	-0.9	?	2%
CCN(C(=O)COC(=O)c1cnc(C)cn1)C1CCS(=O)(=O)C1 (stereo not given)	-5%	-6%	1%	-3%	3	-2%	0.8	12%	-28%
CC(CCc1ccccc1)OS(N)(=O)=O (stereo not given)	-16%	0%	0%	-4%	-2	i	-1.9	8%	-4%
COc1cccc(NCc2cc(=O)oc3cc(C)c(C(C)C)cc23)c1	-18%	-1%	17%	-4%	8	-44%[inhibitor]	-0.6	11µM*	12%
CCn1nc(C)cc1C(=O)n1nc(C)c(Sc2ncccn2)c1C	2%	-10%	2%	-11%	1	-33%[inhibitor]	-0.5	27%	-5%
CSCC[C@H](NC(=O)N1CCn2c1nc1ccccc12)C(=O)NCc1ccccc1	-2%	-5%	10%	-20%	0	-1%	-2.2	?	4%
CCOC(=O)CNc1c(-c2ccccc2)nc2ccc(Cl)cn12	7%	0%	0%	-13%	1	i	-0.2	?	6%
Cc1ccccc1-c1nnc(Cc2ccccc2)o1	-6%	-7%	7%	-2%	-1	-5%	-0.2	7%	-15%
COC(=O)c1c(C)nn(-c2ccc(F)c(Cl)c2)c1-c1cc(C)on1	0%	-8%	18%	-13%	-8	-7%	-3.3	-25%	-3%
O=C(NC(=S)N(CCO)Cc1ccccc1)c1cc(Br)ccc1Cl	?	8%	-5%	-7%	-1	?	1.3	?	-3%
CCCCOC(=O)C(C#N)c1nc2ccccc2nc1N1CCN(Cc2ccc3c(c2)OCO3)CC1 (stereo not given)	24%	-1%	4%	-7%	1	i	2.2	-2%	?
CCN(C[C@H]1N[C@@](CC)(C(=O)OC)[C@H]2C(=O)N(C)C(=O)[C@@H]12)S(=O)(=O)c1ccc(F)cc1	0%	10%	1%	-5%	-3	?	-0.5	2%	4%
COc1ccc(C(C)(O)c2nc(-c3cccc(C#N)c3)cs2)cc1 (stereo not given)	2%	-16%	5%	4%	-1	-53%[inhibitor]	-0.4	-26%	1%
CN1CCN(c2ncnc3c2[nH]c2ccc(F)cc23)CC1	-5%	0%	4%	-4%	7	i	-0.8	-6%	-6%
CN(C)S(=O)(=O)c1ccc(N2CCN(S(=O)(=O)c3ccc(F)cc3)CC2)c(Cl)c1	7%	4%	-1%	-4%	·	i	-1.0	3%	3%
Cc1c(C)n(C)c2ccc(C(=O)NCCN3CCOCC3)cc12	?	1%	-2%	-5%	4	-13%	-1.9	6%	5%
Cc1cccc(-c2cc(C(=O)N3CCCc4ccccc43)c3ccccc3n2)c1	18%	3%	-1%	-2%	2	-5%	-4.6	-25%	12%
O=C(NCc1cccc(C(F)(F)F)c1)C1CCCN(c2ncccn2)C1 (stereo not given)	6%	-23%	0%	-7%	·	i	1.4	4%	0%
Cc1ccc(S(=O)(=O)N2CCOCC2)cc1C(=O)NC(=S)N1CC(C)OC(C)C1 (stereo not given)	1%	9%	13%	-11%	4	i	-0.6	-7%	17%
COc1ccc(S(=O)(=O)NCc2csc(C)n2)cc1	-9%	-12%	-3%	-1%	0	i	0.2	23%	14%
Cc1cc(C)c(S(=O)(=O)NCCn2ccc3ccccc32)c(C)c1	6%	-10%	0%	-6%	29	-42%[inhibitor]	-2.7	?	-10%
Cc1ccc2c(cnn2C(=O)CCCC(=O)NCc2cccc(F)c2)c1	-9%	?	-6%	-20%	9	i	-1.9	-15%	-12%
COc1ccc(NC(=O)N(C)C[C@H]2Oc3ccc(NC(=O)Nc4ccc(C(F)(F)F)cc4)cc3C(=O)N([C@H](C)CO)C[C@@H]2C)cc1	-28%	-8%	-3%	-1%	-1	i	-0.7	?	-14%

Just PTHR1 ag and GLP-1R inv ag, for 2 of the compounds above:
SMILES,PTHR1 ag,GLP-1R inv ag
CCCCOC(=O)C(C#N)c1nc2ccccc2nc1N1CCN(Cc2ccc3c(c2)OCO3)CC1 (stereo not given),i,-2%
CCOC(=O)CNc1c(-c2ccccc2)nc2ccc(Cl)cn12,i,?

More results follow.
SMILES	GLP1R cytotox	EPAC1 antag	GLP1R ag	PLK1 PBD inh	PI5P4K alpha inh	PTHR1 ag	IL2 activator	GLP-1R inv ag	EPAC1 ag
CNC(=O)C1CC(=O)N/C(=N/N=C(\C)c2cccs2)S1 (stereo not given)	-1%	0%	-3%	-4%	-2	i	-0.1	-1%	0%
Cc1noc(C)c1COc1ccc(C(=O)N2CCN(S(=O)(=O)c3ccc(F)cc3)CC2)cc1	-10%	-20%	12%	5%	0	-12%	2.3	4%	6%
COC(=O)Cc1c(O)ccn(Cc2ccc(Cl)c(Cl)c2)c1=O	4%	-10%	4%	-3%	8	i	-0.3	5%	24%
COc1ccc(CC(=O)Nc2nc(C)cs2)cc1S(=O)(=O)N1CCOCC1	1%	-10%	-8%	-2%	6	-31%[inhibitor]	-0.4	5%	-12%
COc1ccc(C2CC(=O)Nc3c2c(=O)n(C)c2nc4ccccc4n32)cc1 (stereo not given)	2%	·	-1%	·	·	i	·	10%	·
CC1(C)SC(=S)N(/N=C/c2ccc(O)cc2)C1N(O)C(=O)Nc1ccc([N+](=O)[O-])cc1 (stereo not given)	-28%	-16%	-22%	-4%	3	-37%[inhibitor][57.5 µM]	0.2	2.8µM*	7%
COc1ccc(-n2c(-c3ccc(OC)c(OC)c3)n[nH]c2=S)cc1	-1%	-18%	12%	5%	5	-26%	0.6	35%[activator]	5%
CC(C)(C)c1nnc(NC(=O)CCS(=O)(=O)c2ccccc2)s1	-3%	-11%	3%	-29%	-10	-18%	-0.8	-3%	-4%
O=C(CN1C(=O)c2ccccc2S1(=O)=O)N1CCN(c2ccccc2F)CC1	-11%	3%	-6%	-1%	-2	-31%[inhibitor]	1.5	1%	-5%
Cc1c(Cl)cccc1NC(=S)NCCc1ccc(C(F)(F)F)cc1	?	-10%	1%	3%	14	-3%	-3.6	?	-2%
Cc1nn(CC(=O)Nc2cccnc2)c(C)c1[N+](=O)[O-]	-6%	17%	4%	4%	-4	i	-2.5	14%	-3%
CCOC12NC(=O)CC(=O)N1C(c1ccccc1)=CS2 (stereo not given)	6%	-3%	-4%	-19%	·	-5%[57.5 µM]	0.7	1%	7%
CCCCN(CC)Cc1ccc(CNC(=O)Nc2ccc(OC)cc2OC)o1	-2%	5%	18%	-7%	7	4%[57.5 µM]	-0.4	-25%	4%
NS(=O)(=O)c1ccc(-c2ccc(/C=C3\SC(=O)NC3=O)o2)cc1	7%	?	12%	-22%	-53*	-31%[inhibitor]	-0.7	6%	-4%
CC(C)Cn1c(CCCNC(=O)c2ccco2)nc2ccccc21	5%	1%	3%	-2%	0	i	-1.4	15%	-1%
c1ccc(-c2csc(-c3ccncc3)n2)cc1	-3%	-28%	17%	1%	-6	i	-0.6	38%[activator]	5%
NC(=O)/C(=C\c1ccccc1)NC(=O)/C=C/c1ccccc1	10%	8%	3%	-1%	-8	i	-2.4	6%	-6%
CCC(C)(C)c1ccc(OCCN2C(=O)NC(C)(C)C2=O)cc1	-3%	4%	7%	-4%	1	-14%	-0.8	5%	-5%
COc1cc(/C=N/NS(=O)(=O)c2ccc(C)cc2)ccc1OCc1ccc(C(=O)O)cc1	-10%	-5%	-8%	-1%	-1	-30%	0.5	2.8µM*	-5%
CN(Cc1ccco1)C(=O)C1CCC(=O)N(CCc2cccc(F)c2)C1 (stereo not given)	-3%	-32%	6%	-19%	1	i	-2.7	-16%	1%
O=C(CSc1nnc(-c2c[nH]c3ccccc23)o1)NCC1CCCO1 (stereo not given)	-16%	0%	0%	-3%	3	i	-1.1	9%	13%
CCOc1ccccc1NC(=O)Cn1c(=O)n(-c2ccccc2)c(=O)c2oc3ccccc3c21	7%	11%	2%	-2%	2	i	0.7	10%	5%
COc1cc2c(cc1OC)C1(Nc3c-2c(C)nn3-c2ccccc2)C(=O)Nc2ccccc21 (stereo not given)	3%	-15%	13%	-19%	7	i	-0.4	3%	0%
CCOC(=O)N1CCN(C(=O)CSc2ccc3nnc(CCNC(=O)c4ccccc4)n3n2)CC1	-10%	-1%	5%	4%	0	i	0.7	9%	6%
COc1ccc(CCNC(=O)COC(=O)COc2ccc(C#N)cc2)cc1	1%	11%	-4%	5%	1	-2%	2.9	6%	-1%
SMILES	GLP1R cytotox	EPAC1 antag	GLP1R ag	PLK1 PBD inh	PI5P4K alpha inh	PTHR1 ag	IL2 activator	GLP-1R inv ag	EPAC1 ag
CSc1ncnc2ncn(C)c12	2%	-9%	11%	-2%	-2	i	0.6	7%	2%
CC(C)NC(=O)C1(C)Cc2c(-c3cccc(C(F)(F)F)c3)ccnc2O1 (stereo not given)	-2%	4%	8%	3%	3	i	0.0	-8%	-16%
Cc1ccc(S(=O)(=O)/C(C#N)=C/c2c(N3CCCCC3)nc3ccccn3c2=O)cc1	1%	10%	-1%	-1%	0	i	0.1	-16%	-1%
Cc1ccc(NC(=O)/C(=C\c2cccnc2)NC(=O)c2ccco2)cc1	-1%	8%	-8%	-9%	-1	i	0.8	23%	0%
CCSc1cc(C2C(C(=O)OC)=C(C)NC3=C2C(=O)CCC3)c(C)o1 (stereo not given)	-19%	-18%	2%	-23%	-3	-35%[inhibitor]	-2.2	-2%	6%
Cc1ccc2nc3nc(NCC4CCCO4)c(C(=O)NC4CCCC4)cc3c(=O)n2c1 (stereo not given)	111%[activator]	26%	6%	-2%	2	-7%	1.7	29%	4%

Assay outcomes (PubChem)
